PAFAH1B2 FP inh = inhibitors of human PAFAH1B2; 340,000 tested, 1.2% active; recombinant PAFAH1B2, FP-rhodamine activity probe, fluorescence polarization; AID 492953; inhibition, % at 3.39 µM; P68402;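 active means inhibition above the mean of all tested compounds plus 3 SD, cut at about 24% in these data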;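 further: 0% = enzyme with DMSO and 100% = wells lacking PAFAH1B2; many of its hits are not listed in these tables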
Target sequence (P68402 whole entry, looked up): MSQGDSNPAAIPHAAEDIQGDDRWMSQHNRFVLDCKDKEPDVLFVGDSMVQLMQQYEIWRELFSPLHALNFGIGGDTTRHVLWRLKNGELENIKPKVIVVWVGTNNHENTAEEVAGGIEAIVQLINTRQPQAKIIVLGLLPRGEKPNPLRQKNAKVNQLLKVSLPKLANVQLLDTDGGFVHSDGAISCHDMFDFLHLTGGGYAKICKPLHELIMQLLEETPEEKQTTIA
PAFAH1B3 FP inh = inhibitors of human PAFAH1B3; Q15102; recombinant PAFAH1B3, FP-rhodamine probe, fluorescence polarization; inhibition, % at 3.39 µM; 340,000 tested, 0.28% active; AID 492972;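 active means inhibition above the screen-wide average of all tested compounds plus 3 SD, cut at about 25% in these data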;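 further: 0% = enzyme with DMSO only and 100% = wells lacking PAFAH1B3 protein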
Target sequence (Q15102 whole entry, looked up): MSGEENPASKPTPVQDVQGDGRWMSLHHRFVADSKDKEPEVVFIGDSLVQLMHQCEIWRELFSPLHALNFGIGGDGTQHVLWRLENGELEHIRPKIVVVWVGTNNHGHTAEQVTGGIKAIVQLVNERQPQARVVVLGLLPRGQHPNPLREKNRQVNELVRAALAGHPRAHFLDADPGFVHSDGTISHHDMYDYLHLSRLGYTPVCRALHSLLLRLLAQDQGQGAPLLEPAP
PAFAH2 inh = inhibitors of human PAFAH2 | 340,000 tested, 0.99% active | Q99487 | inhibition, % at 3.39 µM | recombinant PAFAH2, FP-rhodamine activity probe, fluorescence polarization;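 active means inhibition above the mean over all tested compounds plus 3 SD, cut at about 30% in these data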;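 further: inhibitors block probe labeling of enzyme so polarization drops; 0% = enzyme with DMSO and 100% = wells lacking PAFAH2 protein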
The depositor's hits bear a star.

PAFAH1B2 FP inh	PAFAH1B3 FP inh	PAFAH2 inh	canonical_smiles
4.3	6.2	6.9	COc1ccc(C(=O)NC(C)c2ccc(-n3ccnc3)cc2)cc1S(=O)(=O)N1CCOCC1 (configuration not stated)
5.4	8.6	1.0	CCCC(=O)Nc1ccc(-c2csc(-c3cccnc3)n2)cc1
5.6	9.9	-4.2	COc1cc(C2C3=C(COC3=O)Oc3cc4c(cc32)OCO4)cc(OC)c1OC(C)=O (configuration not stated)
22.8	13.4	-8.0	COc1ccc(CC(=O)N/N=C(\C)c2cccnc2)cc1OC
2.9	6.4	4.8	CC(=O)Nc1c(-c2cc(=O)oc3cc(C)ccc23)oc2ccccc12
-0.8	1.5	-0.1	CC(=O)NC(CC(=O)Oc1ccc(C)cc1Br)c1ccccc1 (configuration not stated)
1.0	13.5	5.8	COc1ccc(-n2c(SCC(=O)N3CCCCC3)nc3ccccc3c2=O)cc1
0.3	8.2	5.8	Cc1ccc(-c2nnc(NC(=O)CCS(=O)(=O)c3ccccc3)o2)c(C)c1
-5.1	4.7	-1.1	CCCCn1c(N)c(N(CCC(C)C)C(=O)COC(=O)c2ccc(CC)cc2)c(=O)[nH]c1=O
3.5	3.6	-3.0	COc1ccc(CNc2ccccn2)c(O)c1
2.4	7.8	-4.1	c1ccc2cc3c(NCCN4CCOCC4)ccnc3cc2c1
32.2*	21.1	27.3	COc1cccc(/C=N/Nc2ccc(S(=O)(=O)Nc3ccccc3C(=O)O)cc2[N+](=O)[O-])c1O
2.4	5.6	0.8	CCN(C(=O)c1ccc(S(=O)(=O)N2CCOCC2)cc1)C1CCS(=O)(=O)C1 (configuration not stated)
0.6	0.9	-2.2	CC12CCC(=O)C=C1CCC1C2CCC2(C)C(c3csc(N)n3)CCC12 (configuration not stated)
3.4	1.1	-8.7	Cc1ccc(-c2nnn3c2nc(Cl)c2ccccc23)cc1
-0.2	8.4	-3.4	O=C(Nc1ccc(Cl)cc1)C1C2CCC3C(CCC21)C3(Cl)Cl (configuration not stated)
7.9	16.3	2.5	CC(Cc1ccccc1)=NNS(=O)(=O)c1ccc([N+](=O)[O-])cc1
0.5	2.5	-0.9	CCN(CC)Cc1c(C(=O)N/N=C/c2ccco2)nnn1-c1nonc1N
27.6*	-0.4	9.9	Oc1ccc(Br)cc1/C=N/n1c(COc2ccccc2)n[nH]c1=S
4.7	-2.3	1.5	Fc1cc(F)c(F)c(SCn2cc(Br)cn2)c1F
-0.9	8.2	-2.0	Cc1ccc(OCc2cc(C(=O)NCc3cc(F)ccc3C)no2)cn1
-12.1	-21.1	-34.2	N#C/C(=C/C1=C(N2CCOCC2)C(=C/c2ccc(Cl)cc2)/CC1)C(=O)Nc1ccccc1F
-2.1	8.6	10.7	O=C(N/N=C/c1ccc([N+](=O)[O-])o1)c1ccc2c(c1)OCO2
-3.0	8.4	8.0	C/C=C/c1ccc(OCC(=O)OCC(=O)NC2CC2)c(OC)c1

Individual results from the entries so far.
`c1ccc2cc3c(NCCN4CCOCC4)ccnc3cc2c1` | PAFAH1B2 FP inh = 2.4
`COc1ccc(-n2c(SCC(=O)N3CCCCC3)nc3ccccc3c2=O)cc1` | PAFAH2 inh = 5.8

(cont.)
PAFAH1B2 FP inh	PAFAH1B3 FP inh	PAFAH2 inh	canonical_smiles
2.2	-3.5	0.6	CC(=O)NC12CC3CC(C1)CC(C(=O)Nc1ccc(C)c(S(=O)(=O)N4CCCCCC4)c1)(C3)C2
0.6	8.4	1.6	COC(=O)c1sccc1NC(=O)Nc1ccc(C)cc1
-1.1	16.9	0.2	Cc1ccc(NC(=S)NC(=O)C2CC2)cc1Cl
-0.7	3.8	3.1	CC=Cc1cc2c(c(=O)o1)C(=O)C(O)C(C)O2 (configuration not stated)
4.9	0.8	2.0	O=[N+]([O-])c1ccc(NCCN2CCOCC2)c([N+](=O)[O-])c1
5.7	7.9	9.7	CCc1ccc(N2CC(C(=O)OCC(=O)N(CC)c3c(N)n(Cc4ccccc4)c(=O)[nH]c3=O)CC2=O)cc1 (configuration not stated)
4.0	-2.7	20.5	Cc1ccc(C(=O)OCC(=O)Nc2ccc(N3CCOCC3)cc2)cc1
0.8	7.6	12.0	CCCOc1ccccc1OCC(=O)Nc1cccc(S(=O)(=O)NC2=NCCC2)c1
2.4	-2.4	-8.1	Cc1cccc(NC(=O)CNC(=O)CN2C(=O)NC3(CCc4ccccc43)C2=O)c1C (configuration not stated)
1.8	-2.5	5.1	O=c1c2ccccc2nc2c3ccccc3c3nncn3n12
8.7	3.6	-3.4	COc1ccc(C(=O)NC(C)CCCC(C)(C)O)cc1OC1CCN(C(C)=O)CC1 (configuration not stated)
4.3	7.1	0.0	CN(CC(=O)Nc1cc(C(F)(F)F)ccc1-n1cncn1)Cc1nc2ccccc2c(=O)[nH]1
-2.2	0.0	5.5	Cc1cc(C)c2c(c1)c1nnc(SCCN3CCCCC3)nc1n2C
9.1	5.6	-1.8	O=C(CN1C(=O)c2ccccc2C1=O)N(CCO)Cc1ccccc1
1.0	1.8	-4.3	CCOC(=O)Nc1ccc2c3c(cccc13)-c1ccccc1-2
-2.5	0.5	-2.9	CCSc1nc(N)nc2c1ncn2C1OC(CO)C(O)C1O (configuration not stated)
1.3	4.0	-2.4	COc1cc2[nH]c(=O)c(C(=O)NCc3ccc(F)cc3)c(O)c2cc1OC
-2.6	-0.9	5.1	CN(c1ccccc1C(=O)N1CCN(c2ccccc2F)CC1)S(=O)(=O)c1ccccc1
-2.1	7.8	-1.6	COCCN(C(=O)COC(=O)/C(=C/c1ccccc1)NC(C)=O)c1c(N)n(Cc2ccccc2)c(=O)[nH]c1=O
1.9	16.1	-2.8	O=C(N/N=C/c1ccc(OC(=O)c2ccccc2Cl)cc1)c1cc(O)cc(O)c1
5.4	10.6	5.4	O=C(Nc1ccc(Cn2ccnc2)cc1)c1cccc(C(F)(F)F)c1
-0.7	6.7	4.4	O=C(Nc1cccc(C(=O)N2CCCC2)c1)C1CCC1
-0.1	-1.3	4.3	Cc1cc(C)c(S(=O)(=O)N2CCN(C(=O)c3cc4ccccc4o3)CC2)c(C)c1
2.6	-1.6	-1.5	COc1ccc(C(=O)Nc2cc(Cl)ccc2N2CCOCC2)cc1S(=O)(=O)N1CCOCC1
0.4	8.3	4.5	Cc1ccccc1NC(=O)c1ccc(NC(=O)C2CC(=O)OC23CCCCC3)cc1 (configuration not stated)
2.1	8.0	-1.7	Cc1ccn(CC(=O)N2CCCC(N3CCN(c4ccccc4F)CC3)C2)n1 (configuration not stated)
2.5	3.4	9.8	O=C(NN=Cc1ccccc1C(=O)O)C(=O)NN=Cc1ccccc1C(=O)O
6.4	7.1	0.6	Oc1ccc(Cc2ccccc2Cl)c(O)c1
1.7	10.0	-0.9	CCC(C)C(=O)OC1CCC=C2C=CC(C)C(CCC3CC(O)CC(=O)O3)C21 (configuration not stated)
1.2	-4.7	-1.8	COc1ccc(CCCC(=O)NCC(=O)N/N=C/c2cc(Cl)ccc2OC)cc1
6.5	-0.8	-2.7	CN(CCc1ccccc1)C(=O)c1cccc(NC(=O)Cc2cccc(NC(=O)C3CCCN(C(=O)c4ccccc4)C3)c2)c1 (configuration not stated)
3.7	7.2	6.4	C=CCN([C@H](C(=O)OC)C(C)C)S(=O)(=O)CCNCc1ccccc1
-4.3	7.0	8.0	CCOc1cc(/C=C(\CC(=O)O)c2nc3ccccc3s2)ccc1OCC(=O)Nc1cccc(C(F)(F)F)c1
-3.7	3.5	0.9	COc1ccc(OC)c(CNC(=O)C2CCC(=O)N(CCCN3CCCC3=O)C2)c1 (configuration not stated)
3.6	-3.0	0.7	Cc1cc(C)c(S(=O)(=O)NCc2ccc3c(c2)OCO3)c(C)c1
3.0	3.2	9.0	COc1ccc(C(CNC(=O)c2cccc(S(=O)(=O)Nc3ccc(F)cc3)c2)N(C)C)cc1 (configuration not stated)
5.8	21.2	27.4	O=C1/C(=C\c2ccc(O)c(O)c2)C(c2ccccc2)=NN1c1ccccc1
4.7	-0.9	1.4	Cn1c(=O)[nH]c(=O)c2c1nc(N1CCN(C(=O)c3ccco3)CC1)n2CCCSc1ncccn1
-0.7	-1.3	9.9	Cc1cc(OC(=O)c2ccc(S(=O)(=O)N3CCOCC3)cc2)c([N+](=O)[O-])c(=O)[nH]1
1.4	7.1	8.2	CCOP1(=O)C=C(Sc2ccc([N+](=O)[O-])cc2[N+](=O)[O-])C(C)(C)O1 (configuration not stated)
3.1	0.0	-4.5	COc1ccc(C(=O)Nc2ccc(Br)cc2F)cc1S(=O)(=O)N1CCCC1
3.1	8.1	2.3	COc1ccc(S(=O)(=O)N2CCOCC2)cc1NC(=O)CSc1cc(C)ccc1C
11.0	1.5	9.5	COc1ccc(OCC(=O)N/N=C/c2cccn2-c2cccc(C(=O)O)c2)cc1
2.9	-8.7	-2.2	O=C(COc1ccc(Cl)cc1Cl)NCc1ccncc1
4.2	1.9	7.1	Cc1ccc2[nH]c(C)cc(=S)c2c1
10.2	-2.3	-21.1	CC(C)(CNC(=S)NCCc1ccccc1)CNC(=S)NCCc1ccccc1
13.2	6.7	7.4	N#CC(=C(O)COC(=O)CCCNC(=O)c1ccc(Cl)cc1)c1nc2ccccc2[nH]1
11.8	12.6	1.7	O=C(O)CC(NS(=O)(=O)Cc1ccccc1)c1cccc([N+](=O)[O-])c1 (configuration not stated)
-3.9	3.6	8.8	CC[C@]12C(=O)N(C)C[C@H]([C@@H]3C(=O)N(C)C(=O)[C@@H]31)N2C(=O)c1ccc(Br)cc1
-2.1	2.4	1.9	CCC(=O)NCCc1nc2cc(NC(=O)c3ccc(Cl)cc3)ccc2n1C
2.4	2.1	1.3	C[C@H](CO)N1C[C@H](C)[C@@H](CN(C)C(=O)NC2CCCCC2)Oc2ccc(NC(=O)C3CC3)cc2C1=O
-2.5	-2.2	-1.1	CCN(CC(=O)Nc1ccc(NC(C)=O)cc1)C(=O)c1cn(-c2ccccc2)nc1-c1cccs1
4.3	-4.5	12.1	COc1ccc(S(=O)(=O)N2CCCCC2)cc1NC(=O)c1c(F)cccc1Cl
1.6	0.6	-5.4	c1nc(NCCN2CCOCC2)c2c3c(sc2n1)CCCCC3
7.5	8.8	25.1	Oc1ccccc1N=Nc1ccccc1O
6.7	-5.7	9.6	O=C1C(Br)=C(c2ccccc2)C(c2ccccc2)=C1c1ccccc1
-1.4	-0.6	5.0	CCOC(=O)CCN(C(=S)Nc1ccccc1)C1CCCCC1
6.3	6.4	3.8	COc1ccccc1-c1cccc([C@@H]2C[C@H]3[C@H](CON3C)CN2C(=O)CCc2ccccc2)c1
-3.9	-4.7	0.6	O=C(COC(=O)c1n[nH]c(=O)c2ccccc12)Nc1cccc(S(=O)(=O)N2CCOCC2)c1
1.3	0.6	3.6	CCCC(=O)Nc1ccc2c(c1)nc1n2CCN(CCOC)C1

Entries listed so far printed as active in PAFAH1B2 FP inh.
PAFAH1B2 FP inh	PAFAH1B3 FP inh	PAFAH2 inh	canonical_smiles
32.2*	21.1	27.3	COc1cccc(/C=N/Nc2ccc(S(=O)(=O)Nc3ccccc3C(=O)O)cc2[N+](=O)[O-])c1O
27.6*	-0.4	9.9	Oc1ccc(Br)cc1/C=N/n1c(COc2ccccc2)n[nH]c1=S

Carrying on:
PAFAH1B2 FP inh	PAFAH1B3 FP inh	PAFAH2 inh	canonical_smiles
7.8	10.7	-1.8	CC(C)(C)CC(C)(C)n1nnnc1N
7.8	2.0	5.9	COc1ccc(OC)c(NC(=O)CSc2nnnn2C2CCCC2)c1
-0.7	-0.4	-1.3	CC(C)(C)OC(=O)N1CCCC(C(=O)Nc2ccc(C(=O)NCCc3ccccc3)cc2)C1 (configuration not stated)
0.5	-0.2	-0.8	CC(C)C[C@H](NC(=O)c1cc2cc(Cl)ccc2n1C)C(=O)N1CCC(C(=O)O)CC1
5.5	10.2	11.0	S=c1[nH]nc(COc2ccccc2)n1/N=C/c1ccc(Cl)cc1Cl
2.8	10.1	0.9	CC1(C)OC2OC3C(CNCCO)OC(c4ccccc4)OC3C2O1 (configuration not stated)
7.9	-3.1	-2.4	O=[N+]([O-])c1cc([N+](=O)[O-])c(Oc2cccc3ccccc23)cc1NN1CCCCC1
1.4	4.3	-1.6	COc1cc(C(=O)Nc2ccc(C(F)(F)F)cc2)ccc1OCC(=O)N1CCOCC1

3 entries out of the list above, arranged by the value under PAFAH1B2 FP inh, highest first.
PAFAH1B2 FP inh	PAFAH1B3 FP inh	PAFAH2 inh	canonical_smiles
7.8	2.0	5.9	COc1ccc(OC)c(NC(=O)CSc2nnnn2C2CCCC2)c1
2.8	10.1	0.9	CC1(C)OC2OC3C(CNCCO)OC(c4ccccc4)OC3C2O1 (configuration not stated)
-0.7	-0.4	-1.3	CC(C)(C)OC(=O)N1CCCC(C(=O)Nc2ccc(C(=O)NCCc3ccccc3)cc2)C1 (configuration not stated)

Some of the compounds tested. The share of hits here may be higher or lower than overall.
